# Keap1-Nrf2 PPI: Keap1-Nrf2 protein-protein interaction inhibitors, primary screen, biochemical, fluorescence polarization, single point | Keap1 Kelch-Nrf2 peptide fluorescence polarization, 1536-well | inhibition, % at 9.4 µM | hit rate 0.15% among 340,000; in the data active = inhibition above about 12%;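 note: human Keap1 Kelch domain with fluorescein labeled Nrf2 9mer peptide probe; 0% = neutral control wells and 100% = peptide positive control; higher means more block of Keap1 binding to Nrf2 peptide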
# Target sequence (Q14145 whole entry, looked up, the tested form may be a part): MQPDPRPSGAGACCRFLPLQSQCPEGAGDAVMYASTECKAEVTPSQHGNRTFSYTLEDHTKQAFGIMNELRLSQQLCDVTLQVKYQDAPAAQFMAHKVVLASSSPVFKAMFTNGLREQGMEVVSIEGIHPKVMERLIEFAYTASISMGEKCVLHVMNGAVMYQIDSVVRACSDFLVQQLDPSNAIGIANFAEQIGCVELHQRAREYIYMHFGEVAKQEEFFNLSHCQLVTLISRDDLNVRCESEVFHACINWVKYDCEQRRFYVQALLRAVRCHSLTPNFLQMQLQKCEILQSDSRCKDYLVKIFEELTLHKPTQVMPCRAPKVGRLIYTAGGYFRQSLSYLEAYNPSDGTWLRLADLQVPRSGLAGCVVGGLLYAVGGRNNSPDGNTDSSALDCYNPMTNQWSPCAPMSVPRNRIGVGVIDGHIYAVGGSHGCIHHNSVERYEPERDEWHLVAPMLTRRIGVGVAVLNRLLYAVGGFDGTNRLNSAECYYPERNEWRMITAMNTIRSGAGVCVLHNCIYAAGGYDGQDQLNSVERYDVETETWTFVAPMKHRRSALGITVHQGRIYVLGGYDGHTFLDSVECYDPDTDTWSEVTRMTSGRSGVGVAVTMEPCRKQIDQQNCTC
# Cardiac RTF inh: cardiac RTF calcium sensitivity inhibitors, primary screen, biochemical, IANBD-TnC fluorescence, EC70 calcium. Troponin I, cardiac muscle (Homo sapiens) + Troponin T, cardiac muscle (Homo sapiens) + …. IANBD-labeled cardiac RTF, Ca2+ fluorescence. inhibition, % at 7.15 µM. hit rate 0.12% among 340,000;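 active = inhibition above the mean inhibition of all tested compounds plus 3 SD, cut at about 17% in these data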;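 note: assay run at fixed EC70 calcium of 1.6 mM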
# SUMO Mot1 rescue: yeast Mot1-301 growth rescue at high temperature, primary screen, SUMOylation pathway inhibitor project, S. cerevisiae, ATP luminescence, 38.5C | S. cerevisiae Mot1-301 growth rescue; percent above DMSO median, 100 means doubled | growth rescue, % at 18.8 µM | hit rate 1% among 320,000 | AID 2716, 2010;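 active = every valid replicate shows activation above 250% relative to neutral control wells; inactive = the rest, any valid replicate at or below 250%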;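 note: OY570 slx delta 5 strain wells were the positive control but not used for scaling; some compounds called inactive have numbers as strong as hits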
# Rtt109 Vps75: inhibitors of C. albicans Rtt109/Vps75 HAT, primary screen, biochemical, ThioGlo CoA-SH fluorescence, plate reader. Histone acetyltransferase RTT109 (Candida albicans (strain SC5314 / ATCC MYA-2876)), …. purified Rtt109/Vps75, 4 h. inhibition, % at 34.9 µM. hit rate 0.16% among 330,000. AID 540336, 2011;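 active = inhibition of at least 50% in every replicate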
# Target sequence (Q5AAJ8 whole entry, looked up): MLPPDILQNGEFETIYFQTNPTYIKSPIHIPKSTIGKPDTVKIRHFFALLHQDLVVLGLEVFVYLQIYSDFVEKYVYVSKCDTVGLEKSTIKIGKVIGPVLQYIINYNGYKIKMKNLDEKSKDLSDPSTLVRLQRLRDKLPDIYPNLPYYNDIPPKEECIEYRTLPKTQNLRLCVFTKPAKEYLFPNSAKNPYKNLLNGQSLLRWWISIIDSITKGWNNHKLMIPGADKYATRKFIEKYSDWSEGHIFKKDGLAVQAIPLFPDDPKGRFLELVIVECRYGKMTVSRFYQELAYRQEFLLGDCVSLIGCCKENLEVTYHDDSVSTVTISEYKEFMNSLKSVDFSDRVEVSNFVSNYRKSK
# NSD2 inh: NSD2 histone methyltransferase inhibitors, primary screen, biochemical, AlphaScreen, single concentration, set 2; AID 743445, 2014; inhibition, % at 12.5 µM; NSD2 peptide methylation, 120 min; hit rate 0.54% among 310,000; in the data active = inhibition above about 50%
# PfHsp90 yeast 2: growth inhibition of PfHsp90-expressing yeast, primary screen, antimalarial PfHsp90 inhibitor project, S. cerevisiae, BacTiter-Glo luminescence, single point, set 2; inhibition, % at 9.4 µM; BacTiter-Glo ATP, 48 h; yeast lacking PDR1 and PDR3 efflux regulators; hit rate 0.32% among 310,000;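 active = every replicate shows inhibition above about 80%, whatever the replicate mean, limit read from the data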;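 note: 0% = DMSO neutral controls and 100% = 20 µM radicicol positive controls; yeast relying on Plasmodium falciparum Hsp90 in place of its own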
# cardiac RTF act: cardiac RTF calcium sensitivity activators, primary screen, biochemical, IANBD-TnC fluorescence, EC20 calcium; hit rate 0.24% among 340,000; activation, % at 7.2 µM; IANBD-labeled TnC RTF fluorescence at EC20 calcium; 0% EC20 calcium, 100% full calcium; Troponin I, cardiac muscle (Homo sapiens) + Troponin T, cardiac muscle (Homo sapiens) + …; AID 493008, 2010;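 active = activation above the mean over all tested compounds plus 3 SD, cut at about 30% in these data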;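 note: rise in fluorescence read as greater calcium sensitivity of cardiac thin filaments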
# CDK5 p35 inh: inhibitors of human CDK5/p35 kinase, primary screen, biochemical, single concentration. hit rate 0.01% among 330,000. AID 488839, 2010. inhibition, % at 10 µM. Recombinant CDK5/p35, ADP-Glo luminescence, 60 min. Cyclin-dependent kinase 5 (Homo sapiens) + Cyclin-dependent kinase 5 activator 1 (Homo …;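 active = highest replicate inhibition of at least 50% and at least 75% of replicates reaching 50%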;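 note: plate controls were DMSO neutral control for no effect and GW8510 at 10 µM for full effect; many of its hits are not listed in these tables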
# dFosB activator: activators of delta FosB homodimer, primary screen, biochemical, fluorescence polarization, TAMRA-CDK5 oligo, single point; Protein FosB (Mus musculus), P13346; purified delta FosB; percent of positive-control signal above neutral wells; activation, % at 25 µM; hit rate 0.99% among 340,000;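 active = mean activation above about 17%, with every replicate also reaching it, limit read from the data, passing the limit was not always enough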;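 note: fluorescence polarization rise as delta FosB binds a TAMRA Cdk5 AP-1 oligo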
# LANA DNA inh: inhibitors of KSHV C-LANA binding to DNA, primary screen, biochemical, fluorescence polarization, FAM-LBS DNA, MBP-C-LANA, single point; inhibition, % at 9 µM; hit rate 0.078% among 340,000; Kaposi's sarcoma herpesvirus LANA C-terminal domain (residues 932-1162) DNA binding;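 active = highest replicate inhibition at or above 60% at 9 µM, even if other replicates fall short; inactive = all replicates below 60% inhibition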;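 note: 0% = neutral control wells and 100% = 4 µM acridine orange control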
# PvdQ inh: P. aeruginosa PvdQ acylase inhibitors, primary screen, biochemical, fluorescence, plate reader and imaging, single point; PvdQ acylase [Pseudomonas aeruginosa LESB58]; inhibition, % at 10 µM; hit rate 0.063% among 340,000; AID 488965, 2010; purified PvdQ acylase; in the data active = inhibition above about 30%, passing the limit was not always enough;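 note: 0% = vehicle neutral wells and 100% = reference inhibitor wells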
# * hit, by the source's call; x = not tested or not shown.
SMILES	Keap1-Nrf2 PPI	Cardiac RTF inh	SUMO Mot1 rescue	Rtt109 Vps75	NSD2 inh	PfHsp90 yeast 2	cardiac RTF act	CDK5 p35 inh	dFosB activator	LANA DNA inh	PvdQ inh
Cc1ccc(Cl)cc1Nc1nc(-c2cccnc2)cs1	-2	6	162	3	-1	14	-4	-1.9	-2	0.8	4
O=C(c1cc2cc(Cl)ccc2[nH]1)N1CCN(c2ccc(F)cc2)CC1	-4	6	43	7	-2	19	-1	0.1	-3	-3.4	7
COc1ccc(C(=O)c2ccc(Br)cc2)c(OC)c1OC	-5	1	x	-1	2	-5	-5	-0.9	-11	-3.5	-10
CC(=O)NC(C(=O)c1ccccc1)C(=O)c1ccccc1	-6	-3	23	4	1	-2	-5	x	-5	56	-8
COc1cc2c(cc1NC(=O)c1cccc([N+](=O)[O-])c1)oc1ccccc12	-3	-4	5	2	2	-28	-5	0.4	10	0.7	-13
CN(CCc1ccccn1)C1CCCN(S(=O)(=O)c2ccccc2Cl)C1 (configuration not stated)	-1	-1	5	-7	7	-17	4	0.4	-5	-0.8	-11
COc1ccc(-n2ncc3c(NCc4cccs4)ncnc32)cc1	5	-1	11	x	0	-9	-1	-1.0	0	2.2	-8
O=C1CCCC2=C1C(c1ccc(O)c(O)c1)c1c(ccc3ncccc13)N2 (configuration not stated)	1	x	-12	3	77*	13	x	0.3	-9	-0.2	-7
N#CCC(CNc1ncc(C(F)(F)F)cc1Cl)OC(=O)c1c(F)cccc1F (configuration not stated)	1	4	-14	4	-2	-2	-19	-1.3	-16	1.5	-9
Clc1ccccc1Sc1cnc2ccccc2n1	-1	7	5	-2	2	9	6	0.7	4	-0.5	-7
O=C(COC(=O)c1ncc(Cl)c(Cl)c1Cl)Nc1cccnc1Cl	-3	12	-9	11	1	x	-12	-1.4	-4	0.8	15
O=C(CCc1nnc(CCCc2ccccc2)o1)N1CCCCCC1	0	3	226	-7	-3	-1	-2	0.7	-7	-1.7	-6
O=C(CSC1=Nc2ccccc2C2=NC(CC(=O)N3CCN(c4ccccc4)CC3)C(=O)N12)NCC1CCCO1 (configuration not stated)	2	-32	-2	-3	15	11	6	0.5	-6	3.5	-8
O=C(NCc1ccccc1)c1nc(-c2cccs2)no1	4	-1	3	2	0	0	2	1.4	-1	0.1	-8
Cc1cc(Nc2n[nH]c(N)c2C#N)ccc1F	-2	-9	-1	5	0	-10	10	0.1	-2	1.0	-21
CSc1cccc(NC(=O)CSc2nnc(C)s2)c1	2	6	257	-3	29	x	-4	3.9	5	1.1	5
O=[N+]([O-])c1ccc2oc(-c3cccc(O)c3)nc2c1	-4	-7	-16	10	0	-7	0	3.2	-1	-1.4	-3
O=C(COc1ccc(/C=N/NS(=O)(=O)c2ccccc2)cc1)NCc1ccccc1	4	1	-2	-4	2	-3	-1	2.5	-3	1.2	-9
CCn1c(SCC(=O)NC2CC2)nnc1-c1ccccc1OC	-4	-12	81	6	-1	1	-4	-0.8	-6	-0.9	-16
CCCn1c(=O)c2sccc2n2c(CCCC(=O)NCc3ccco3)nnc12	-5	-3	-13	-4	17	10	-6	1.3	4	0.7	-13
CC1=C(C(=O)NC(C)c2ccccc2)C2(CCC(C)CC2)OC1=O (configuration not stated)	-1	-2	7	-4	-2	-14	3	-1.7	-11	0.5	-7
O=C(Cc1cc(=O)[nH]c(=O)[nH]1)N1CCC(Cc2ccccc2)CC1	-5	-8	88	6	x	-4	6	2.3	-1	1.3	13
Cc1sc2ncnc(N=Nc3c(O)[nH]c4ccccc34)c2c1C	-4	-2	-11	-4	-2	0	0	x	-12	-0.5	-10
CCOC(=O)c1ccc(NC(=O)CC2SC3=NCCN3C2=O)cc1 (configuration not stated)	1	-3	10	-4	-1	5	1	0.5	5	-1.5	-1
O=C(CSc1nc2ccccc2[nH]1)NCCN1CCCCC1	0	2	-14	3	3	-16	-1	1.0	2	0.6	-15
CN(CCc1cnn(C)c1)Cc1nc(Cc2ccccc2)no1	-2	-8	-15	-5	1	-5	3	-2.0	-5	1.1	-12
Oc1c(N=Nc2ccc(F)cc2)ccc2ccccc12	-2	-6	-17	-7	4	11	2	2.9	15	-0.4	-8
CCCN(S(=O)(=O)c1ccc(OCC)cc1)S(=O)(=O)c1cccs1	-4	-4	563	-6	-1	x	-5	-1.8	-2	-0.9	7
CCn1nc(C(=O)OCC(=O)c2c[nH]c3ccccc23)c2ccccc2c1=O	-5	-8	x	3	4	x	7	0.8	-17	2.2	-14
CCOC(=O)Cn1cnc2c(cnn2-c2ccc(Cl)cc2)c1=O	-4	1	7	-10	-2	-2	-2	3.0	-7	0.7	12
Nc1cc(=O)[nH]c(SCCNS(=O)(=O)c2ccccc2)n1	2	-3	x	9	-3	2	-3	-1.3	3	-0.3	6
O=C(NCCc1ccc(F)cc1)c1ccc(S(=O)(=O)N2CCCCC2)cc1	3	-11	x	-15	-2	x	0	-2.3	-10	1.7	-11
CCC(=O)OCCNc1cc(SCCC(=O)OC)c2nonc2c1[N+](=O)[O-]	-3	-10	11	-2	2	17	7	-0.2	-8	-1.4	-5
S=c1[nH]nc(-c2cc(-c3ccco3)[nH]n2)n1-c1ccccc1	-3	-2	-2	13	1	x	5	0.3	0	-0.7	-13
Cc1ccc[n+](CC2OCc3ccccc3CO2)c1	-5	13	-5	1	-3	-2	1	-0.2	9	5.0	1
CCC(C(=O)Nc1ccccc1C(=O)N1CCOCC1)N1C(=O)c2ccccc2C1=O (configuration not stated)	2	-5	-7	0	-1	-17	3	0.8	-6	2.0	-11
Cn1cnnc1SCc1ccccc1[N+](=O)[O-]	9	x	25	6	0	-4	x	1.0	-6	3.0	-9
CCOc1ccc(-c2nn(-c3ccccc3)cc2/C=C2\SC(N)=NC2=O)cc1C	6	-1	27	4	1	-13	-2	-1.2	-5	-0.4	11
CC(=O)N=c1sc2ccccc2n1C	-2	-1	-3	2	1	-6	4	1.9	-17	0.1	-7
Cc1ccccc1CS(=O)(=O)CCC(=O)N1CCN(c2ccc(N3CCOCC3)nn2)CC1	-3	-2	-1	-149	x	-1	-1	-0.5	3	-0.3	-12
O=C(CSc1cc(Cl)ccc1Cl)NCC(=O)Nc1ccc(F)c(F)c1F	-1	-2	32	-2	5	-22	-2	-3.5	11	-1.9	-6
S=C(NNc1ccc2ccccc2c1)NC1CCCCC1	-3	2	-5	7	-4	-39	-6	0.9	-6	0.6	4
Cc1cc(NC(=O)c2cc([N+](=O)[O-])cc([N+](=O)[O-])c2C)no1	0	-4	-5	10	-2	-21	0	0.7	-2	-0.7	88*
CC(C)Nc1nc(N(c2ccccc2)c2ccccc2)nc(-n2ccnc2)n1	2	-5	267	3	-3	25	3	-0.8	1	-0.3	-11
Cn1cc(S(=O)(=O)NCc2ccc3c(c2)OCO3)c(C(F)(F)F)n1	-6	-5	84	-9	-1	-23	-4	0.6	4	0.3	-18
CC(Oc1ccccc1)C(=O)N1CCC2(CC1)Oc1ccc(F)cc1C(=O)C21CC(c2ccccc2)=NO1 (configuration not stated)	-1	-2	84	1	x	-11	2	0.4	-1	0.8	-10
O=C(c1ccc(N2CCCC2)c([N+](=O)[O-])c1)N1CCN(S(=O)(=O)c2ccc(Cl)cc2)CC1	-3	-1	17	7	2	9	-12	-1.6	-3	0.2	11
O=C(c1ccco1)N1N=C2CCCCCC2C1(O)C(F)(F)F (configuration not stated)	4	-2	173	-3	-4	2	5	-1.0	-3	1.8	-17
O=C(Cn1cc([N+](=O)[O-])ccc1=O)N1CCCc2ccccc21	-4	-2	-3	2	2	x	-3	-2.2	2	0.6	-1
CCN(Cc1cccs1)C(=O)CN1C(=O)NC2(CCCc3ccccc32)C1=O (configuration not stated)	-7	-5	4	22	-3	-2	-1	-2.1	-11	-1.1	-17
Cc1ccc([C@@H]2[C@@H]3C(=O)N(c4ccccc4)C(=O)[C@@H]3[C@]3(C)C(=O)N(Cc4ccccn4)CC(=O)N23)o1	-2	-5	-27	-4	x	-22	-2	0.6	5	1.1	4
Cc1cccc(NC(=S)NNC(=S)NC2CCCCC2)c1C	-3	0	7	39	0	-6	4	-0.3	-1	-0.3	7
COc1ccc(C(=O)CC2OC(=O)c3c2ccc(OC)c3OC)cc1 (configuration not stated)	1	2	-9	-3	1	-1	1	1.3	-4	-0.3	3
COC(=O)C1=CN(c2ccc(OC)cc2)C=C(C(=O)OC)C1c1ccc(C)c([N+](=O)[O-])c1	4	-5	-15	-2	-1	3	5	0.5	-1	0.4	3
COCCC(=O)N1CCC(Oc2ccc(C(=O)NC3Cc4ccccc4C3)cc2)CC1	-3	-5	5	8	2	12	0	-2.2	-3	0.8	-17
Cc1cc2c(cc1S(=O)(=O)N1CCc3ccccc31)NC(=O)CO2	3	-1	-8	-2	0	12	5	0.9	-10	-0.6	3
CCOc1ccc(-c2nn(-c3ccccc3)cc2/C=C(\C#N)S(=O)(=O)c2ccccc2)cc1C	3	-7	11	-1	1	-19	-6	-0.6	-9	0.7	-12
CCCCNC(=O)NNC(=O)COc1cc(C)cc(C)c1	-6	-14	-7	4	-2	-2	0	3.1	-3	2.9	-10
CC(C)CC(NC(=O)COc1ccccc1)C(=O)O (configuration not stated)	3	-3	5	17	-2	-7	1	0.1	4	1.1	-15
CCOc1cc(/C=N/NC(=O)c2ccncc2)ccc1OC(=O)c1ccc([N+](=O)[O-])cc1	-3	7	-11	2	-2	-3	-4	0.8	1	0.2	10
COc1ccc(CC(=O)OCC(=O)Nc2c(C)n(C)n(-c3ccccc3)c2=O)cc1OC	-8	3	-17	0	0	4	-1	-1.0	8	0.7	-16
